# Screening data from PubChem.
# PvdQ acylase = P. aeruginosa PvdQ acylase inhibition. purified PvdQ acylase, fluorescence plate reader. AID 488965. hit rate 0.063% among 340,000. inhibition, % at 10 µM; in the data active means inhibition above about 30%, passing the limit was not always enough;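 further: 0% = vehicle neutral wells and 100% = reference inhibitor wells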
# MITF TRPM1 HTS = increases MITF-driven TRPM1 promoter luciferase signal; activation, % at 12.5 µM; SK-MEL-5 TRPM1-promoter luciferase, 24 h; % of positive control, neutral wells = 0; hit rate 0.75% among 300,000;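 active means mean activation of at least 80% with every replicate also reaching 80%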;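 further: 0% = neutral control wells and 100% = parthenolide positive control wells; values of inactives mirror those of a sister screen read the other way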
# dFosB activator = enhances mouse delta FosB homodimer DNA binding; activation, % at 25 µM; hit rate 0.99% among 340,000; purified delta FosB, TAMRA-CDK5 oligo fluorescence polarization; percent of positive-control signal above neutral wells; P13346;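 active means mean activation above about 17%, with every replicate also reaching it, limit read from the data, passing the limit was not always enough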;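 further: fluorescence polarization rise as delta FosB binds a TAMRA Cdk5 AP-1 oligo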
# Wnt bcat act = activates Wnt/beta-catenin signaling in a reporter cell assay; hit rate 1.2% among 300,000; activator, plate reader; activation, % at 9.35 µM; in the data active means activation above about 30%, passing the limit was not always enough;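 further: 0% = neutral control wells and 100% = positive control wells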
# NSD2 HMT inh = inhibitors of human histone methyltransferase NSD2 | O96028 | NSD2 peptide methylation, AlphaScreen, 120 min | inhibition, % at 12.5 µM | hit rate 0.54% among 310,000 | AID 743445; in the data active means inhibition above about 50%
# Target sequence (O96028 whole entry, looked up): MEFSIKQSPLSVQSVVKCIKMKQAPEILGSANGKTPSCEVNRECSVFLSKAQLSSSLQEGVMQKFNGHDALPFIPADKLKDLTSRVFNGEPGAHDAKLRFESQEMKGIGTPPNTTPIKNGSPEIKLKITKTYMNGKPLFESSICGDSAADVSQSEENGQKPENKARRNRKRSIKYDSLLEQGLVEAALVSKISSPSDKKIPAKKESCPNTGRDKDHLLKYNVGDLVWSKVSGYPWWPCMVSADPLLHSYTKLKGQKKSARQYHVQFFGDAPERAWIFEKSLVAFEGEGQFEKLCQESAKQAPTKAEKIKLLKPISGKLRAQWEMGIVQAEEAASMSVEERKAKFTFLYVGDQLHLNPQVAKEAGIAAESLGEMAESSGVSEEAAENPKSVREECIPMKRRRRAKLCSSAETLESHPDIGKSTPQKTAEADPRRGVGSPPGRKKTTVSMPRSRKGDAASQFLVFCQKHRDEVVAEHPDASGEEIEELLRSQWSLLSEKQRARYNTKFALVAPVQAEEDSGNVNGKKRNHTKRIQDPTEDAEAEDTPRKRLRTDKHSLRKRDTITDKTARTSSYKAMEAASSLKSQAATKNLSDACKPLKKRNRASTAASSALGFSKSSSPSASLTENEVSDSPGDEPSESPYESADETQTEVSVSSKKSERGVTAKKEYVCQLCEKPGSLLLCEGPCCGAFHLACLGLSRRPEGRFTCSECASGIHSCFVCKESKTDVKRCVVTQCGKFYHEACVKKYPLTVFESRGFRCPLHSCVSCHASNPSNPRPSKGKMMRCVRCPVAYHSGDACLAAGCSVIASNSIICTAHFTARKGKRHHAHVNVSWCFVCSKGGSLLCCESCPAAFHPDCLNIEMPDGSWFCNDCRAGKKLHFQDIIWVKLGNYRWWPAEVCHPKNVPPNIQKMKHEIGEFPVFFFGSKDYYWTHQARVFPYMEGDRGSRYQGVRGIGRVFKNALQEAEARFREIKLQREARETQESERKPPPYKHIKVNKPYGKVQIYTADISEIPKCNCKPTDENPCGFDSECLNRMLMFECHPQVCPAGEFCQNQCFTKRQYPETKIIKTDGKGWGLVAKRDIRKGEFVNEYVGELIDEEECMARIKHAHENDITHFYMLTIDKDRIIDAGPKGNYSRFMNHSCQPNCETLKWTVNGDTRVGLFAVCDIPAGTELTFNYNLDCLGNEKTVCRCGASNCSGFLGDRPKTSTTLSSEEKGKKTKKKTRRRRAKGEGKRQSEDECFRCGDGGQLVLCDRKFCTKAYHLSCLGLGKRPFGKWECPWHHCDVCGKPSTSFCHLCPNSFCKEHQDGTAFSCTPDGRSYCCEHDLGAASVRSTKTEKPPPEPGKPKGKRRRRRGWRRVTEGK
# HTR5A inv ag = inverse agonist of human HTR5A in OPRM1-OPRD1 counter-screen; P47898; HTR5A cell line, luminescence, inverse agonism; inhibition, % at 9.3 µM; hit rate 0.083% among 340,000; in the data active means inhibition mostly above about 23%, no sharp cut-off; inactive means mostly below about 18%;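 further: 0% = cells with DMSO and 100% = no-cell wells with DMSO; some compounds called inactive have numbers as strong as hits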
# HTR5A ag ctr = activates human HTR5A in OPRM1-OPRD1 agonist counter-screen. P47898. HTR5A agonist assay, luminescence, cell-based. activation, % at 9.3 µM. hit rate 0.61% among 340,000; in the data active means activation mostly above about 9.5%, no sharp cut-off; inactive means mostly below about 7.6%;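 further: 0% = cells with vehicle only and 100% = reference agonist; strong numbers were not always called active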
# V-ATPase pHluor = yeast V-ATPase proton transport regulation by pHLuorin; AID 504577; S. cerevisiae, pHLuorin cytosolic pH fluorescence; hit rate 0.37% among 350,000; response, % at 10 µM; in the data active means response mostly above about 7.3%, no sharp cut-off; inactive means mostly below about 5.4%; further: actives read high; inactives centre near 0; some compounds called inactive have numbers as strong as hits; reference of the scale not given here
# CDK5 inh = blocks human CDK5/p35 kinase activity; inhibition, % at 10 µM; hit rate 0.01% among 330,000; AID 488839; Recombinant CDK5/p35, ADP-Glo luminescence, 60 min; Q00535+Q15078;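 active means highest replicate inhibition of at least 50% and at least 75% of replicates reaching 50%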;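 further: plate controls were DMSO neutral control for no effect and GW8510 at 10 µM for full effect; many of its hits are not listed in these tables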
# SR-BI DiI inh = blocks mouse SR-BI lipid uptake from DiI-HDL | AID 488896 | ldlA[mSR-BI] CHO cells, DiI-HDL uptake fluorescence, 3 h | hit rate 0.96% among 320,000 | Q61009 | inhibition, % at 12.5 µM;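 active means mean replicate inhibition of at least 70% and a set share of replicates each scoring 70 or more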;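 further: 0% = median of neutral control wells and 100% = median of positive control wells; values of inactives mirror those of a sister screen read the other way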
# * = called active by the depositor; . = no result given.
# Each structure is followed by: PvdQ acylase	MITF TRPM1 HTS	dFosB activator	Wnt bcat act	NSD2 HMT inh	HTR5A inv ag	HTR5A ag ctr	V-ATPase pHluor	CDK5 inh	SR-BI DiI inh
Clc1ccc2c(c1)-c1[nH]ncc1CS2
→ 6	4	-4	3	0	-6	2	0	2.1	-12
CC(C)CC(CO)N1CCN(C(=O)c2ccc(C(C)(C)C)cc2)CCC1=O (centres undefined)
→ -17	-8	-1	-3	.	15	-1	-2	-0.9	-28
COc1cc(C(=O)Nc2ccncc2)c([N+](=O)[O-])cc1OC
→ -29	-4	-6	-2	-8	-22	-7	8	-4.5	-9
CCCCCNc1nc2sc3c(c2c(=O)n1-c1cccc(Cl)c1)CCN(C)C3
→ -2	3	1	-2	4	-2	1	-3	-4.1	8
O=c1c(O)cccc2cc(O)c(O)c(O)c12
→ 4	-32	-11	-5	128*	3	-1	4	44	-13
COc1ncnc(-c2ccccc2)c1-c1ccccc1
→ -3	.	-2	0	-1	18	1	3	1.3	-3
O=C(O)c1ccccc1C(=O)NCc1ccc(F)cc1
→ 2	7	1	-2	-5	-4	-1	1	1.1	-13
C=CCn1c2ccccc2c2nnc(SC(CC)C(=O)Nc3nc(C)c(C(=O)OCC)s3)nc21 (centres undefined)
→ 8	.	2	.	0	-11	0	-3	-0.1	15
CCOC(=O)N1CCC(n2c(SCC(=O)Nc3ccccc3OC)nc3ccccc3c2=O)CC1
→ -11	.	-6	-9	-1	-8	1	1	0.1	-2
CN(C)S(=O)(=O)c1cc(NC(=O)CNCc2ccccc2)ccc1Cl
→ -17	10	-7	-1	0	-6	3	4	4.1	5
CNC(=O)NC(=O)Cn1nc2n(c1=O)-c1ccccc1SC2
→ -13	-5	-1	-1	-1	19	4	4	1.9	11
Cc1ccc(-c2nc3ccccn3c2C=O)cc1
→ 4	28	-11	9	-4	-1	0	2	5.3	-13
C/C(=N/N1CCN(Cc2cccc3ccccc23)CC1)c1ccco1
→ -3	19	-6	3	-3	4	-2	-1	-0.2	-6
CCOc1ccc(C2C(C(=O)c3ccco3)=C(O)C(=O)N2CCCn2ccnc2)cc1 (centres undefined)
→ -12	13	-5	26	5	15	1	0	1.2	-4
O=C(Cc1ccccc1[N+](=O)[O-])OCC(=O)c1c[nH]c2ccccc12
→ -15	49	-4	-3	2	11	1	1	0.1	20
COC(=O)c1ccc(NC(=S)NCCCn2ccnc2)cc1
→ -9	-1	-4	0	1	-3	1	2	-0.9	-9
Cc1nn(C)c(C)c1/C=C(\C#N)C(N)=O
→ 11	3	-2	3	-2	-6	-4	4	1.0	-48
COC(=O)c1c(NC(=O)Cc2ccccc2)sc(C)c1C
→ -1	3	-1	.	-1	11	-9	-1	0.3	24
O=c1cc(CN2CCN(c3ccc(F)cc3)CC2)c2cc3c(cc2o1)CCCC3
→ -11	-33	-3	.	-3	8	2	-1	0.1	71*
NC(=O)C1CCCN1Cc1ccc2c(c1)OCO2 (centres undefined)
→ -15	-3	-5	0	-2	3	-1	-3	-1.6	-15
O=C(CNS(=O)(=O)N1CCOCC1)N/N=C/c1cccnc1
→ 7	-6	2	-1	-7	-14	1	0	1.2	-13
Cc1ccc(OCc2cc(C(=O)N3CCN(C4CCCC4)CC3)no2)cc1C
→ -8	12	-14	6	4	-20	2	4	-0.3	-8
Cc1cc2c(n1-c1ccc(C(N)=O)cc1)CC(C)(C)CC2=O
→ -5	-1	-2	-1	2	-19	7	4	-1.8	-8
CCOC(=O)CNc1c(-c2ccc(O)cc2)nc2ccccn12
→ -6	4	1	1	-10	19	2	3	1.1	-14
c1ccc(COc2ccc(OCCCNC3CCCC3)cc2)cc1
→ -1	48	-22	21	19	-11	2	-107	0.7	-34
CC1(C)C[C@H]2C3=CCC4[C@@]5(C)CC[C@H](O)C(C)(C)C5CC[C@@]4(C)[C@]3(C)[C@@H](O)[C@@H](O)[C@@]2(CO)[C@@H](O)[C@@H]1O (some centres undefined)
→ -11	-7	-4	-2	.	7	-3	0	-8.5	-15
CC(C)CC1NC(=O)N(CC(=O)N2CCCc3ccccc32)C1=O (centres undefined)
→ -4	15	3	-1	3	1	-1	-1	-1.7	8
Cc1cc(NC(=O)c2ccco2)ccc1NC(=O)c1ccco1
→ -7	11	2	5	0	-23	0	-3	3.1	-3
CC(C)NC(=O)CN(Cc1ccccc1)S(=O)(=O)c1ccccc1
→ -16	3	5	-12	36	-12	5	-2	-4.1	-50
COc1ccc2[nH]c(C(=O)NCc3ccccc3)c(C)c2c1
→ -10	4	-4	5	-4	11	-3	1	-0.1	31
COc1cccc2cc(C(=O)NCc3ccc(C)cc3)c(=N)oc12
→ -7	-21	-9	1	0	-5	2	7	-0.2	-20
O=C1C(Cl)=C(O)C2(Cl)C(Cl)=C(Cl)C12Cl (centres undefined)
→ -14	3	7	-3	-1	17	-5	1	1.7	-28
Cc1c(NS(=O)(=O)c2cccc(C(=O)OCC(=O)N(C)C3CCCCC3)c2)c(=O)n(-c2ccccc2)n1C
→ -15	4	-7	-1	-1	-33	-4	0	1.2	-4
CCOC(=O)C(=CNc1ccc(C(F)(F)F)cc1Cl)C(=O)OCC
→ 11	28	-11	-2	-1	1	0	1	-0.9	49
O=C(O)c1ccc(NS(=O)(=O)c2ccc(Cl)c(Cl)c2)cc1O
→ -10	-2	1	-1	1	10	4	0	-1.5	-28
O=C(OCC(=O)N1CCCCCC1)c1ccc(S(=O)(=O)N2CCOCC2)cc1
→ -1	-1	-6	-2	0	3	-1	-1	1.3	-8
Cc1[nH]nc2c1C(c1cccs1)C1=C(CCCC1=O)N2 (centres undefined)
→ -17	6	-5	-1	.	25	1	1	4.5	-17
CCOC(=O)c1ccc(NC(=O)CSc2nnc(Cn3c(=O)sc4ccccc43)n2C)cc1
→ -2	-3	6	-1	.	-9	3	-2	2.4	-3
O=C(OCc1ccco1)c1cccnc1
→ -18	-12	7	-5	1	1	0	0	1.0	-1
Cc1cc(CN2CCCC(C(=O)Nc3cccc(-n4cccn4)c3)C2)cc(C)c1O (centres undefined)
→ 6	-4	-8	-2	2	-22	3	-2	.	52
O=C(CSc1nc2c(c(=O)n1-c1ccc(Cl)cc1)SCC2)NCC1CCCO1 (centres undefined)
→ 8	-8	5	0	1	3	1	0	-1.0	-42
Cc1nn(CC(=O)N2CCN(S(=O)(=O)c3ccccc3)CC2)c(C)c1[N+](=O)[O-]
→ 6	-5	5	-2	-2	-3	-3	-2	1.7	-15
Cc1ccc(OCCCCn2ccnc2C)c(C)c1
→ -16	3	-1	-4	3	-8	3	-1	-0.5	5
O=C(NC1CCS(=O)(=O)C1)/C(=C/c1ccc(Cl)cc1)NC(=O)c1ccccc1 (centres undefined)
→ -2	2	-5	-1	2	0	1	-2	.	-17
CC(=O)c1cccc(N/C=C\c2nnnn2-c2ccc(F)cc2)c1
→ -18	3	15	.	-1	2	3	-1	0.4	9
O=C(N/N=C/c1ccccc1Br)c1ccc(CSc2cccc3cccnc23)cc1
→ -15	.	28*	.	-2	23	1	0	1.1	60
Cc1ccc(NC(=O)CCn2ccc([N+](=O)[O-])n2)nc1
→ -4	7	-3	1	-1	19	-6	3	-3.5	-30
O=C(Nc1ccc([N+](=O)[O-])cc1)Nc1nc(-c2ccc(Cl)s2)cs1
→ 14	-68	29*	-34	-1	9	-3	0	-2.8	84*
COc1cccc(-n2c(SCC(=O)O)nnc2-c2cccnc2)c1
→ -10	0	-7	-2	0	-2	-1	-4	0.2	-13
Cc1cccc(C(=O)N2CCCC(CCC(=O)N3CCN(c4ccccn4)CC3)C2)c1 (centres undefined)
→ -17	-4	-6	-1	0	0	1	-1	-0.4	-8
CN(C)CCC(=O)N1c2ccccc2Sc2ccc(Cl)cc21
→ -8	-2	-3	2	2	15	-2	1	-1.7	-15
COc1ccc2oc(=O)c(-c3cn4ccc(C)cc4n3)cc2c1
→ -5	56	26*	-1	-8	-6	2	-4	0.2	61
c1ccc(Oc2nc3ccccc3n3cccc23)cc1
→ -15	3	-6	.	0	-20	6	0	-2.1	10
c1ccc(OCCCc2nc(-c3cccnc3)no2)cc1
→ -4	5	-7	.	-1	2	5	0	-2.4	-10
O=C(O)CN1CCN(C(c2ccccc2)c2ccccc2)CC1
→ -10	.	-1	-1	-1	7	-2	1	-6.0	1
CC1CCCN(CC(=O)Nc2ccc(S(=O)(=O)N3CCCC3)cc2)C1 (centres undefined)
→ 11	1	-9	-2	.	-22	3	12	0.7	13
CC(=O)n1nc(-c2ccncc2)nc1SCC(=O)Nc1cccc(Cl)c1
→ -15	14	-9	-6	4	-16	6	0	2.0	-5
COc1ccc(NC(=O)c2cc3ccccc3cc2OC)cc1
→ -1	63	-2	23	-2	-15	4	-5	0.5	50
Cn1c(=O)c2ncn(CC(=O)N/N=C/c3ccco3)c2n(C)c1=O
→ -10	12	-2	-2	1	.	.	-2	-2.7	-14
Cc1ccc(NC(=O)c2cc(S(=O)(=O)N3CCC4(CC3)OCCO4)ccc2F)cc1
→ -13	-10	-13	-3	0	21	5	-1	4.1	.

# Ordered by molar mass (rising): three of the compounds above
# Each structure is followed by: PvdQ acylase	MITF TRPM1 HTS	dFosB activator	Wnt bcat act	NSD2 HMT inh	HTR5A inv ag	HTR5A ag ctr	V-ATPase pHluor	CDK5 inh	SR-BI DiI inh
O=C(O)CN1CCN(C(c2ccccc2)c2ccccc2)CC1
→ -10	.	-1	-1	-1	7	-2	1	-6.0	1
Cc1ccc(NC(=O)c2cc(S(=O)(=O)N3CCC4(CC3)OCCO4)ccc2F)cc1
→ -13	-10	-13	-3	0	21	5	-1	4.1	.
O=C(CSc1nc2c(c(=O)n1-c1ccc(Cl)cc1)SCC2)NCC1CCCO1 (centres undefined)
→ 8	-8	5	0	1	3	1	0	-1.0	-42

# (next part)
# Each structure is followed by: PvdQ acylase	MITF TRPM1 HTS	dFosB activator	Wnt bcat act	NSD2 HMT inh	HTR5A inv ag	HTR5A ag ctr	V-ATPase pHluor	CDK5 inh	SR-BI DiI inh
COc1ccccc1N1CCN(C(=O)c2ccc(N3CCCC3=O)cc2)CC1
→ -7	1	2	.	0	-8	1	0	-3.0	20
CC(=O)N1CCc2cc(Br)cc(S(=O)(=O)N3CCN(c4ccccn4)CC3)c21
→ -10	6	-6	0	.	46*	1	-2	0.7	-16
O=c1cc(O)nc(-c2ccccc2)s1
→ 8	-12	8	1	-1	-18	-1	0	-9.5	-37
CCCCNC(=O)CNC(=S)N(Cc1ccccc1F)C1CCCCC1
→ -4	-2	-20	-2	-3	0	0	1	0.1	-11
Cn1nc(C(F)(F)F)cc1-c1ccc(/C=C(\C#N)C(=O)c2ccccc2)s1
→ -13	.	-4	16	1	-6	-3	-33	-0.4	-22
O=C(/C=C/c1ccc(Br)o1)OCc1nc2ccsc2c(=O)[nH]1
→ -6	-7	-18	.	.	7	-3	-2	-0.3	-12
COc1ccc(Cc2nnc(NCCO)[nH]c2=O)cc1
→ 7	1	0	0	0	-3	1	1	-0.2	-19
CCC(NC(=S)NC1CCCCC1)c1ccc(C)cc1 (centres undefined)
→ -4	2	-9	.	-1	-5	1	-2	2.1	-6
O=C(COC(=O)/C=C/c1ccccc1)Nc1nnc(-c2ccccc2)o1
→ -10	1	-6	4	2	0	0	1	1.5	-8
C=CCN1CCN(C(CCC)c2nnnn2Cc2ccco2)CC1 (centres undefined)
→ 9	-5	-6	-1	0	-22	-3	-2	-1.7	-6
CCCCN1C(=O)C(O)(CC(=O)c2c(C)n[nH]c2C)c2cc(Br)ccc21 (centres undefined)
→ -3	.	-13	-9	3	-10	0	-1	-1.0	0
Cn1cncc1COC(=O)c1ccc(Cl)cc1
→ 8	6	-2	2	12	-3	1	-3	2.2	-17
CN(CCOCCOc1ccc(Cl)cc1Br)Cc1ccccc1
→ -10	1	-15	0	8	8	-3	2	0.5	6
